# Bioassay records deposited in PubChem by several laboratories.
# HTR2A ag: mouse Htr2a agonists via beta-arrestin recruitment, primary screen, cell-based, luminescence; activation, % at 7.6 µM; 0.66% of 360,000 active; AID 624169, 2012; 5-hydroxytryptamine receptor 2A (Mus musculus), P35363; CHO-K1 mHTR2A beta-arrestin complementation; percent of 30 µM serotonin response;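 active = activation above a run cutoff, the mean activation of all tested compounds plus 3 SD, cut at about 14% in these data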;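 also: 0% = plate median of compound wells and 100% = 30 µM serotonin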
# Cardio protect: cardioprotection against H2O2-induced cell death, primary screen, uHTS, H9c2 cells, ATPLite luminescence | H9c2 cardiomyocytes, H2O2 injury protection, 2 h | protection from H2O2 cell death, % at 20 µM | 0.63% of 360,000 active | AID 588492, 2011;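 active = compounds giving at least 50% protection of heart cells from peroxide-induced death in the single-dose screen, raw or plate-pattern-corrected value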;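 also: 0% = DMSO wells with peroxide and 100% = DMSO wells without peroxide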
# aDG glyco up: activators of alpha-DG glycosylation, primary screen, uHTS, Pro5-aDG cells, AlphaScreen; 0.22% of 360,000 active; activation, % at 10 µM; alpha-DG glycosylation AlphaScreen (IIH6); 0% Pro5, 100% B10-LARGE cell signal; AID 624168, 2012;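 active = activation of at least 8% versus controls, or a plate z-score of at least 8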;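 also: Pro5 are CHO cells carrying HIG-tagged alpha-DG that lacks glycosylation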
# ABCB6 inh 2: ABCB6 transporter inhibitors, primary screen, K562-ABCB6 cells, flow cytometry, MLPCN library | K562-ABCB6 porphyrin accumulation, 1 h; hits give low values | ATP-binding cassette sub-family B member 6 (Homo sapiens), Q9NP58 | AID 602162, 2011 | 0.19% of 360,000 active | fluorescence ratio to DMSO, % at 10 µM;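 active = fluorescence ratio to DMSO below 75%, the collection mean minus 3 SD; inconclusive = too few cells collected in the well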;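 also: signal is porphyrin accumulated inside mitochondria; 100% equals median channel fluorescence of DMSO control wells; lower ratio means ABCB6 inhibition with less porphyrin fluorescence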
# Target sequence (Q9NP58 whole entry, looked up): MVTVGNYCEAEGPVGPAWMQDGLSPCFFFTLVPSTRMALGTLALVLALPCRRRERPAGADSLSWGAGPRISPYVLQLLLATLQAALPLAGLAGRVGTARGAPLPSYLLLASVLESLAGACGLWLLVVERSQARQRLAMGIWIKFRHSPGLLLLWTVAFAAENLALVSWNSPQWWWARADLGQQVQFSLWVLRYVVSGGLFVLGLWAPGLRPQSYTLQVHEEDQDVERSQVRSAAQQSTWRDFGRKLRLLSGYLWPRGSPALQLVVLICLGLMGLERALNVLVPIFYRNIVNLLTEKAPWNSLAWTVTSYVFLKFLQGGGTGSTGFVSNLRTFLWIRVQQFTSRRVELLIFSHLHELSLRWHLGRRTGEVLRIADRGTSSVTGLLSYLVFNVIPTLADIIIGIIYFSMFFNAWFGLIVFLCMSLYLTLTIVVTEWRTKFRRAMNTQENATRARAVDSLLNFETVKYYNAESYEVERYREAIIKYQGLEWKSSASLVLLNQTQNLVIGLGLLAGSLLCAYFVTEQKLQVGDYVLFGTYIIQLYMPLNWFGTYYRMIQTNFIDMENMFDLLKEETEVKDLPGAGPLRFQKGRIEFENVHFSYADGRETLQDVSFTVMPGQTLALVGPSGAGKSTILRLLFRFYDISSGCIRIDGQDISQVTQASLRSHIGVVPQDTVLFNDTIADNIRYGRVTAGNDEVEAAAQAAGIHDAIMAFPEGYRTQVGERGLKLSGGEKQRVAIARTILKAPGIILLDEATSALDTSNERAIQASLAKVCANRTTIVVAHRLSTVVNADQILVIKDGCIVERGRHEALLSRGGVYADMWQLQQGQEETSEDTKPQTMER
# Glyco luc inh: increase of ERlucT glycosylation luciferase signal, primary screen, N-linked glycosylation inhibitor project, D54 ERlucT cells, luminescence, set 2; 0.23% of 360,000 active; reporter increase, % at 12.5 µM; D54 ERlucT glycosylation luciferase reporter, 24 h; percent of 100 nM tunicamycin response; AID 588692, 2011;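 active = mean luciferase reporter signal, scaled so untreated is 0 and the glycosylation-blocking control 100, at or above a set limit in every replicate; inconclusive = mean reaches the limit but not every replicate does; inactive = mean below the limit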;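 also: luciferase carries N-glycosylation sites so blocking glycosylation raises the light; 0% = median of neutral control wells and 100% = median of 100 nM tunicamycin wells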
# Vif inh: HIV Vif self-association inhibitors, primary screen, imaging, HEK293T, single point; HEK293T cells, Vif self-association by quenched fluorescence, 24 h; inhibition, % at 7.49 µM; 0.35% of 340,000 active; AID 602346, 2012; in the data active = inhibition above about 50%, passing the limit was not always enough; inconclusive = no clear call, values can overlap the other calls; inactive = below about 31%; also: some results filed as inactive read as strong as hits
# MC4R antagonist: MC4R antagonists of cAMP signaling, primary screen, cell-based, TR-FRET, antagonist arm of biased-ligand search; Melanocortin receptor 4 (Homo sapiens), P32245; MC4R-expressing cells, MTII-stimulated cAMP, LANCE TR-FRET; inhibition, % at 6.5 µM; 0.48% of 360,000 active;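 active = inhibition above its plate's cutoff, the mean of tested wells on that plate plus 3 SD, cut at about 29% in these data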;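 also: 0% = Melanotan II alone and 100% = Melanotan II plus saturating MCL0020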
#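 Material: U2OS-MC4R stable cell line | Reagent: Melanotan II challenge after compound preincubation | Doses: One concentration, 6.5 µM nominal | Incubation: 30-min compound preincubation, 1-h Melanotan II challenge, 1-h detection, room temperature | Signal: TR-FRET cAMP assay | Replicates: One well per compound, no replicates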
# PDI turbidity: inhibitors of human PDI, primary screen, biochemical, turbidity, single point, plate reader; PDI insulin aggregation turbidity, A650, 90 min; inhibition, % at 10 µM; 0.052% of 350,000 active; AID 588391, 2011;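 active = mean inhibition across replicates of 30% or more, whatever share of single replicates reach that level; inconclusive = mean inhibition below 30% while every single replicate reaches 30%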;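 also: absorbance from insulin aggregation driven by PDI reduction with DTT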
# CaV13 ICDI inh: Primary screen for inhibitors of IQ motif and Ca2+-dependent inactivation inhibitor domain binding in CACNA1D, Förster resonance energy transfer in living cells, … | HEK cells, CFP/YFP FRET ICDI-IQ, plate reader, 10 min; percent FRET-ratio fall versus neutral wells | inhibition, % at 12.3 µM | 0.098% of 340,000 active;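 active = mean replicate inhibition of at least 30% and at least 1% of replicates passing that level; inconclusive = only one of the two criteria is met; inactive = neither criterion is met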;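 also: 0% = median of the neutral control wells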
# MC4R ag barr: MC4R agonists recruiting beta-arrestin, primary screen, cell-based, luminescence, agonist arm of biased-ligand search | Melanocortin receptor 4 (Homo sapiens), P32245 | U2OS MC4R beta-arrestin complementation; percent of melanotan II response, DMSO zero | activation, % at 8.9 µM | 0.98% of 360,000 active | AID 540308, 2011;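 active = activation above a per-plate cutoff, the mean activation of sample wells on that plate plus 3 SD, cut at about 8% in these data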
# Numbers without * were called inactive; ? = inconclusive; . = no result given.
# Start of the data: the first ten entries, to show the layout:
# Every second line gives: HTR2A ag	Cardio protect	aDG glyco up	ABCB6 inh 2	Glyco luc inh	Vif inh	MC4R antagonist	PDI turbidity	CaV13 ICDI inh	MC4R ag barr
O=C(NOC(=O)c1cc(Br)ccc1Cl)c1cccs1
    9	-5	0.0	98	4	27	4	10	-4	-1.1
COc1cc2c(cc1OC)CN(CC(=O)Nc1ccc(Cl)cc1Cl)CC2
    2	-5	0.3	95	-1	-1	17	4	-20	5.2
O=C(Cn1cc(/C=N/O)c2ccccc21)N1CCOCC1
    -5	2	-0.1	94	-1	.	1	-7	-5	-2.8
COc1cc(/C=N/NC2=NCCCCC2)ccc1O
    -4	2	0.3	95	-2	-3	-5	-1	-15	1.4
Cc1nc(N)nc(C)c1Cc1ccccc1
    -1	10	-0.2	149	2	-7	4	2	-5	-1.3
CC1CCC(NC(=O)CCS(=O)(=O)c2ccc3c(c2)CCN3C(=O)C2CC2)CC1 (centres undefined)
    7	2	-0.1	103	4	3	-5	-3	-3	1.5
COC(=O)C1c2ccccc2-c2ccccc21
    -3	-9	-0.2	101	-2	.	0	12	-5	-1.6
COC(=O)C1=C(C)NC(=O)CC1c1ccccc1F (centres undefined)
    -1	6	0.0	98	1	.	2	-2	-7	-2.0
Cc1ncoc1C(=O)Nc1ccc(Oc2ccccc2)cc1
    1	-7	0.3	100	-3	-4	-2	-6	-7	-1.1
O=Cc1ccc(OCCN2CCCC2=O)cc1
    1	4	-0.2	95	-3	17	27	1	-4	0.4

# This part in full, from the start:
# Every second line gives: HTR2A ag	Cardio protect	aDG glyco up	ABCB6 inh 2	Glyco luc inh	Vif inh	MC4R antagonist	PDI turbidity	CaV13 ICDI inh	MC4R ag barr
O=C(NOC(=O)c1cc(Br)ccc1Cl)c1cccs1
    9	-5	0.0	98	4	27	4	10	-4	-1.1
COc1cc2c(cc1OC)CN(CC(=O)Nc1ccc(Cl)cc1Cl)CC2
    2	-5	0.3	95	-1	-1	17	4	-20	5.2
O=C(Cn1cc(/C=N/O)c2ccccc21)N1CCOCC1
    -5	2	-0.1	94	-1	.	1	-7	-5	-2.8
COc1cc(/C=N/NC2=NCCCCC2)ccc1O
    -4	2	0.3	95	-2	-3	-5	-1	-15	1.4
Cc1nc(N)nc(C)c1Cc1ccccc1
    -1	10	-0.2	149	2	-7	4	2	-5	-1.3
CC1CCC(NC(=O)CCS(=O)(=O)c2ccc3c(c2)CCN3C(=O)C2CC2)CC1 (centres undefined)
    7	2	-0.1	103	4	3	-5	-3	-3	1.5
COC(=O)C1c2ccccc2-c2ccccc21
    -3	-9	-0.2	101	-2	.	0	12	-5	-1.6
COC(=O)C1=C(C)NC(=O)CC1c1ccccc1F (centres undefined)
    -1	6	0.0	98	1	.	2	-2	-7	-2.0
Cc1ncoc1C(=O)Nc1ccc(Oc2ccccc2)cc1
    1	-7	0.3	100	-3	-4	-2	-6	-7	-1.1
O=Cc1ccc(OCCN2CCCC2=O)cc1
    1	4	-0.2	95	-3	17	27	1	-4	0.4
CC(=O)Oc1ccc2c(c1)CCC1C2CCC2(C)C(OC(C)=O)CCC12 (centres undefined)
    -4	-7	-0.1	98	-2	-5	2	.	.	-1.4
CN(C(=O)c1ccc2c(c1)SC1=NS(=O)(=O)CCN12)C(c1ccccc1)c1ccccc1
    0	13	-0.3	98	1	2	7	-4	-4	-2.4
Cc1ccc(SCC(=O)OCC(=O)NCc2cccs2)cc1C
    5	2	-0.1	97	2	-3	-10	-18	-6	-0.8
CN1CCN(C2OC(=O)c3ccccc32)CC1 (centres undefined)
    0	-8	-0.1	96	2	7	0	3	-5	0.1
COc1ccccc1NC(=O)C1=C(C)Nc2nnnn2C1c1cc(Br)ccc1OC (centres undefined)
    1	6	0.0	100	-3	10	0	-2	-6	2.0
COc1ccc(-c2nn(-c3ccccc3)cc2C(=O)Nc2ccc(C(=O)O)cc2)cc1
    0	-2	0.0	115	0	10	-2	-2	-4	-0.1
O=C1CCC(=O)N1CCOP1(=O)COc2ccccc2OC1
    -2	1	0.1	92	4	-12	-5	-3	-4	-2.7
S=C(NCc1ccco1)N1CCOCC1
    1	8	0.1	96	2	-4	1	-2	-3	-1.0
COc1ccc(NS(=O)(=O)c2csc(C(=O)N3CCCC3)c2)cc1
    14	-3	-0.2	94	2	-3	2	2	-3	-1.0
COc1ccc(C)cc1N1CC(C(=O)OCc2nc(N)nc(Nc3ccccc3C)n2)CC1=O (centres undefined)
    -3	8	-0.1	94	1	19	0	0	-8	-2.5
CCOCCCNC(=O)Cn1cnc2sc(C)c(S(=O)(=O)N3CCN(c4ncccn4)CC3)c2c1=O
    4	3	-0.4	90	0	-2	-8	17	-7	2.2
COc1cccc(CNC(=O)CCC2CCCN(C/C=C/c3ccccc3OC)C2)c1 (centres undefined)
    -9	-1	-0.1	100	-2	-4	4	-4	-2	-2.2
CC(C)(C)c1cc(CCC(=O)N2CCC2)cc(C(C)(C)C)c1O
    -8	-1	-0.3	99	0	.	5	3	.	2.7
O=C(Nc1ccccc1C(=O)N1CCCC1)c1cccc(S(=O)(=O)N2CCCCCC2)c1
    6	16	0.0	98	-1	3	1	6	.	0.9
CC(=O)Nc1ccc(S(=O)(=O)NCCC(=O)OCC(=O)c2cc(C)ccc2C)cc1
    2	-3	0.1	94	2	4	8	3	-6	-3.8
CN(C)c1cccc(C(=O)OC(C(=O)Nc2ccc([N+](=O)[O-])cc2Br)c2ccccc2)c1 (centres undefined)
    -3	1	-0.4	101	-5	0	11	-7	-5	-0.3
COCC(C)NS(=O)(=O)c1ccc(NC(=O)c2ccccn2)cc1 (centres undefined)
    -1	-3	0.1	92	2	1	12	0	-6	1.7
Cc1cc(Cl)c(S(=O)(=O)NCc2ccncc2)cc1OCC(N)=O
    4	-16	-0.1	98	0	-13	10	6	-5	-0.6
Cc1cc(NC(=O)c2ccccc2)n(C)n1
    0	0	0.2	105	0	.	9	1	-3	-1.6
C=CCSc1nc2ccsc2c(=O)n1-c1ccccc1
    -5	-4	0.6	100	-1	1	27	3	-3	1.9
CC(C)CC(=O)Nc1ccc(Nc2ccccc2)cc1
    -6	-7	-0.1	85	0	-6	-8	1	-4	4.0
CN(C)c1ccc(/C=C/C(=O)c2ccccc2O)cc1
    0	-16	-0.1	239	-14	5	17	3	-24	-3.5
Cc1cc(C)n(-c2nc(NCCO)c3c4c(sc3n2)CCCC4)n1
    5	12	0.0	101	1	5	9	0	-6	-0.8
O=C(COC(=O)c1cc(S(=O)(=O)N2CCOCC2)ccc1O)NCCc1ccccc1
    -2	1	-0.2	85	-1	6	9	5	-4	-0.1
CN(C)C(=O)c1ccc(-c2cc(C(F)(F)F)nn2C)s1
    -6	-1	0.0	97	-1	6	21	-3	5	0.0
CC(=O)C1C(c2ccc(Cl)cc2)NC(=O)NC1(O)C(F)(F)F (centres undefined)
    7	-1	0.0	99	4	-5	0	-1	-5	0.7
Cc1nc2nc(-c3ccco3)nn2c(C)c1Cl
    4	9	0.0	85	-2	1	-1	1	.	1.1
Cc1ccc2cccc(OC(=O)c3c(F)cccc3Cl)c2n1
    -4	-5	0.1	97	1	-3	.	.	-11	.
COc1cc(OC)cc(C(=O)Nc2nc3ccc(S(C)(=O)=O)cc3s2)c1
    -1	30	-0.8	101	-3	-2	34*	9	-15	-3.2
Cc1noc(C)c1CSCC(=O)Nc1cc(C(F)(F)F)ccc1N1CCCCC1
    -9	-3	-0.3	99	-8	-12	9	-1	-7	4.1
COc1cc(CN2CCCC(CCC(=O)NCc3ccc(C)o3)C2)cc2c1OCO2 (centres undefined)
    -7	4	0.0	100	1	-10	13	-3	-4	-0.9
CCN(CC)CC#CC(O)(c1ccccc1)c1ccccc1
    -3	-17	0.1	104	-2	-23	-5	0	-21	-0.2
O=C(OCc1ccccc1)C1=NNC2C(=O)N(c3ccccc3)C(=O)C12 (centres undefined)
    2	-1	-0.1	98	0	6	4	1	-7	-1.4
CC(=O)N1c2ccc(S(=O)(=O)N3CCOCC3)cc2CC1C (centres undefined)
    6	-1	-0.1	99	2	4	7	7	-4	0.0
Cc1ccc(NC(=O)COC(=O)CNC(=O)c2ccc(C)s2)cc1
    5	-6	-0.2	93	2	0	6	11	6	-1.3
COc1ccc(-c2nc3c(C)cc(Br)cn3c2CC2CCCCC2)cc1OC
    1	6	-0.1	114	-2	.	.	.	-5	.
O=C(c1cnn2c(-c3ccccc3)cc(-c3ccccc3)nc12)N1CCN(Cc2ccccc2)CC1
    -4	15	0.0	92	-4	2	15	-2	-3	0.9
COc1ccccc1CCN=C(N)NS(=O)(=O)c1ccc(C)cc1
    -4	-4	0.0	99	5	3	0	0	2	-2.9
COC(=O)C(Cc1ccc(O)cc1)N1Cc2ccccc2C1=O (centres undefined)
    1	-7	-0.1	97	-2	.	2	?	-7	-1.3
COCCOC(=O)c1c(C)n(C)c2ccc(OC(=O)c3cccs3)cc12
    -3	-7	-0.2	94	2	-5	3	1	-9	-1.4
Cc1c(NC(=O)C(C)Sc2n[nH]c(N)n2)c(=O)n(-c2ccccc2)n1C (centres undefined)
    -5	2	0.0	97	3	.	-2	-4	.	-1.6
COc1ccccc1-n1nnnc1SCC(=O)N(C)C1CCS(=O)(=O)C1 (centres undefined)
    5	11	-0.1	99	2	-2	4	10	-5	-0.1

# Outcome played no part in choosing rows. About 3.6% of those tested had a hit in this group.
